Shiga toxin inh – Shiga toxin inhibition; Vero cells, Shiga toxin protein synthesis inhibition reporter; inhibition, % at 38.7 µM; 290,000 tested, 9.2% active; in the data active = inhibition mostly above about 28%, no sharp cut-off; inactive = mostly below about 43%; note: 0% is about no effect
AMA1 RON2 block – disrupts binding of P. falciparum AMA1 to RON2; AlphaScreen AMA1-biotinylated RON2 peptide binding; Potency, µM (titrated, usually from 58.2 µM), for inactives: top-dose activity change, negative = inhibition, actives largely listed as inhibitors; 360,000 tested, 0.2% active; AID 720542;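 note: potency is the fitted concentration of half-maximal effect; 0% = vehicle wells and -100% = peptide control; nearly all actives have a fitted effect of over 45% in size; some results filed as inactive show a strong effect at the top dose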
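AMA1 (3D7) with his tag at 25 nM final met compounds first, then biotinylated RON2 peptide at 25 nM; detection used donor plus acceptor beads, 10 µg/mL apiece, read by AlphaScreen after 30 min at room temperature.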
Cycloheximide cs – counter-screen for Shiga toxin inhibitors: cycloheximide protein synthesis inhibition; max response, %; 300,000 tested, 12% active; cell reporter, cycloheximide protein synthesis inhibition counterscreen; AID 2314; in the data active = max response mostly above about 13%, no sharp cut-off; inactive = mostly below about 14%; note: read at 38.3 µM for the half of the compounds with a filed dose; 0% is about no effect
Giardia FBPA inh – Giardia lamblia aldolase inhibition; Potency, µM (titrated, usually from 59.6 µM), for inactives: at the highest dose activity, negative = inhibition, usual class: inhibitors; purified Giardia FBPA; A8B2U2; 290,000 tested, 0.71% active; note: potency is the fitted concentration of half-maximal effect; % is set by controls: 0 for no effect and ±100 for the full control effect; nearly all actives have a fitted effect of over 55% in size
Target sequence (A8B2U2 whole entry, looked up): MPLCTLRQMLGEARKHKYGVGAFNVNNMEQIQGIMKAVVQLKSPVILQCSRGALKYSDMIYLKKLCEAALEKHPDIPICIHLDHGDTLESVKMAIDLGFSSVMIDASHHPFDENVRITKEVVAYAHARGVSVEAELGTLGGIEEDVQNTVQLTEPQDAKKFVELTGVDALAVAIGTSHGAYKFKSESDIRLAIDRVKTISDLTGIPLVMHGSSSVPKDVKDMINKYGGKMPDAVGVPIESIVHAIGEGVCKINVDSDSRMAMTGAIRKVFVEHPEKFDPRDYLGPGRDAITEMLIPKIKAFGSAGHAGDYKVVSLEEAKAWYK
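Giardia FBPA (40 nM reagent) was preincubated 10 min at RT with compound (up to 57.5 uM final), then substrate plus GAPDH/TPI/NAD/arsenate coupling system with diaphorase/resazurin was added; resorufin fluorescence (525/598 nm) was read after 20 min.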
HCMV inh – blocks human cytomegalovirus replication; HFF cells, HCMV-luciferase reporter, 72 h; stronger effect = lower value; activity change, negative = inhibition, % at 57.5 µM; 410,000 tested, 4.5% active; AID 1259415; in the data active = activity change below about -60%; inconclusive = no clear call, values can overlap the other calls; inactive = above about -39%; note: % is set by controls: 0 for no effect and ±100 for the full control effect
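Two compound doses tested in HFFs infected with HCMV-luciferase, MOI 1 PFU/cell, 72 h at 37C. Lysate luminescence read with OneGlo; data normalized against buffer-only and 10uM Salinomycin inhibitor controls.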
AmpC no deterg – inhibitors of E. coli AmpC beta-lactamase without detergent; P00811; AmpC nitrocefin hydrolysis, absorbance 480 nm, 0.0001% Triton; Potency, µM (titrated, usually from 57.1 µM), for inactives: at the highest dose activity change, negative = inhibition, hits mostly inhibitors; 330,000 tested, 0.52% active; AID 485341;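 note: potency is the fitted concentration of half-maximal effect; plate controls were no compound for no effect and no enzyme for full effect; nearly all actives have a fitted effect of over 20% in size; some results filed as inactive show a strong effect at the top dose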
Target sequence (P00811 whole entry, looked up): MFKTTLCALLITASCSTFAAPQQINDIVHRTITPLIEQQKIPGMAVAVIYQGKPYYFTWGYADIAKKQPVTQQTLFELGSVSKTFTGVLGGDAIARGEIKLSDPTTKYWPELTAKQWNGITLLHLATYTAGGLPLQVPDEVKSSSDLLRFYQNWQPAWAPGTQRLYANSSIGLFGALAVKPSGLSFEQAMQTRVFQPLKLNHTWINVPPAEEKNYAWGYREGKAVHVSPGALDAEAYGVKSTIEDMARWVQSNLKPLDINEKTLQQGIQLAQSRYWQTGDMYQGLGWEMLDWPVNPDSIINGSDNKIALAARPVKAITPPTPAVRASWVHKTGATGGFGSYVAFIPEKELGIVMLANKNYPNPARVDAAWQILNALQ
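AmpC (5.3 nM in the dispensed reagent) in 20 mM phosphate pH 7.0 with 0.01% (detergent screen) or 0.0001% Triton X-100 was preincubated with compounds for 15 min at room temperature. Nitrocefin was then added from an 800 uM solution, and hydrolysis was followed at 480 nm.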
AmpC detergent – blocks E. coli AmpC beta-lactamase in detergent assay; P00811; AmpC hydrolysis of nitrocefin, absorbance 480 nm, 0.01% Triton; Potency, µM (titrated, usually from 114 µM), for the others: top-dose activity change, negative = inhibition, actives largely listed as inhibitors; 370,000 tested, 0.041% active; AID 485294;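 note: potency is the fitted concentration of half-maximal effect; 0% = no-compound wells and -100% = no-enzyme wells; nearly all actives have a fitted effect of over 25% in size; some results filed as inactive show a strong effect at the top dose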
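20 mM phosphate pH 7.0 + 0.01% (detergent screen) or 0.0001% Triton X-100; 5.3 nM AmpC reagent; cpd preinc 15 min RT; nitrocefin (800 uM stock) to start; A480 q20 s × 4 min; Activity was normalised to no-enzyme and no-compound control wells.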
Active calls of the source: *; ? = inconclusive; · = not tested or not shown; [ ] = dose if it differs, or a comment. Unless noted, calls come from the whole dose curve; as a rule, active = well fitted curve in the direction sought with a large enough effect; inconclusive = small, poorly fitted or top-dose-only effect, or another doubt; inactive = no such curve, though single readings can be large; an effect the other way counts as inactive or inconclusive.

SMILES	Shiga toxin inh	AMA1 RON2 block	Cycloheximide cs	Giardia FBPA inh	HCMV inh	AmpC no deterg	AmpC detergent
CCC(CC)C(=O)Nc1nnc(S(=O)(=O)N(CC)c2ccc(OC)cc2)s1	4	0%	-1	0%	7	-27%	2%
O=C(NCCCn1ccnc1)c1ccc(Cl)s1	-12	16%	-2	·	-32	-10%	2%
O=C(N1CCOCC1)N1CCN(C(=O)N(c2ccccc2)c2ccccc2)CC1	-6	8%	-2	5%	-3	-2%	-4%
Fc1cccc(/C=N/Nc2ccccn2)c1	81*	-9%	56*	-5%	81	-17%[11.4 µM]	?
O=C(Nc1ccc(Cl)cc1F)c1ccc(COc2c(F)c(F)c(F)c(F)c2F)o1	9	5%	8	-3%	12	-38%	3%
O=C(Nc1ccccc1N1CCOCC1)c1ccncc1	·	-2%	·	·	24	-17%	-8%
CCOc1ccc(C(=O)NCCC(=O)N2CCC3(CC2)NCCc2[nH]cnc23)cc1	-5	-4%	-1	·	-3	-10%	-4%
O=C(COc1ccccc1Cl)N1CCN(c2ncccn2)CC1	-9	2%	14	3%	8	3%	?
COc1ccc(N2CC(NC(=O)Nc3ccccc3)CC2=O)cc1 (stereo unspecified)	-10	0%	-2	1%	-24	-23%	-2%
Cc1ccc2nc(N(CCCN(C)C)C(=O)c3cc(-c4cccs4)nc4ccccc34)sc2c1	23	?	16	?	23	198%[activator]	?
CN(C)S(=O)(=O)c1ccc(C(=O)Nc2ccccc2C(=O)NCCCN2CCOCC2)cc1	·	10%	·	·	0	6%	-7%
CN1C(=O)S/C(=C/c2cccnc2)C1=O	-4	16%	7	-11%	-27	-8%	-11%
CCCn1c(N)c(C(=O)CN(C)CC(=O)Nc2ccc(C)cc2)c(=O)[nH]c1=O	·	-2%	·	·	16	-18%	?
NS(=O)(=O)c1ccc(NC(=O)COC(=O)CNC(=O)C23CC4CC(CC(C4)C2)C3)cc1	-6	0%	-8	0%	6	-25%	1%
O=C(NC(=S)Nc1nc2ccc(F)cc2s1)c1ccco1	90*	52%[activator]	32*	?	5	-22%	0%
CC(=O)c1c(C)nc(C)nc1NC(=O)Cc1ccccc1	-8	10%	-3	-2%	40	2%	3%
Cc1cnc(C)c(N2CCN(Cc3nc(-c4ccc(C)o4)oc3C)CC2)n1	-3	-13%	11	-7%	?	130%[activator]	-3%
O=C1c2oc3ccc(Cl)cc3c(=O)c2C(c2ccccn2)N1CCCN1CCOCC1 (stereo unspecified)	1	115%[activator]	7	-6%	13	50%	?
COc1ccc(C2=Nn3c(nnc3-c3ccccc3O)SC2)c(OC)c1	33	·	10	-3%	·	·	·
CC(C)CCN(CC(=O)NCc1ccc(F)cc1)S(=O)(=O)c1ccccc1F	-4	0%	2	8%	?	-5%	?
COc1cc(CNC(C)c2ccccc2)cc(Cl)c1OCC(=O)Nc1ccccc1 (stereo unspecified)	11	-1%	1	-3%	-39	-18%[2.29 µM]	0%
O=C1CCCN1CCNC(=S)Nc1ccccc1	-6	-3%	-5	-4%	10	-1%	5%
Cc1oc(CSCCSCc2cc(C(=O)O)c(C)o2)cc1C(=O)O	·	3%	-1	14µM*	24	171%[activator]	?
Cc1cc(N2CCOCC2)ccc1/C=C1\NC(=O)N(CC(=O)Nc2ccccc2C)C1=O	-9	-9%	-1	3%	19	-11%	-14%
CC(C)Cn1c(N2CCN(C(=O)c3cccs3)CC2)nc2ccccc21	-7	-16%	-7	2%	-12	25%	-12%
COC(=O)Cn1cc(C(=O)c2ccco2)c2ccccc21	-15	-13%	0	3%	14	-15%	?
CCOC(=O)N1CCN(c2ccncc2S(=O)(=O)N2CCCCC2)CC1	-8	28%	-3	·	?	48%	10%
C[C@H]1CN([C@@H](C)CO)C(=O)c2cccc(NS(=O)(=O)c3cn(C)cn3)c2O[C@H]1CN(C)S(C)(=O)=O	·	0%	·	·	-38	-13%	·
CCNC(=O)C1CN(S(=O)(=O)c2ccccc2)CCN1S(=O)(=O)c1ccccc1 (stereo unspecified)	-5	-3%	10	7%	-27	-7%	?
CCn1c(SCc2ccc(C#N)cc2)nnc1-c1ccc(S(=O)(=O)N2CCCCC2)cc1	-1	3%	9	1%	-70*	45%	11%
O=c1[nH]c(SCCOc2cccc3ccccc23)nc2ccccc12	25	-12%	13	-7%	?	-27%	3%
COc1ccc(C2=NN(C(=O)c3ccco3)C(c3cc4ccccc4nc3Cl)C2)cc1 (stereo unspecified)	28*	-6%	5	-1%	·	-15%	-13%
COc1ccccc1NCCC(=O)OCC(=O)NC1CCCCCC1	-15	12%	-3	0%	-18	33%	?
CSc1nc2sc3c(c2c(=O)n1C)CCCC3	23	10%	1	2%	-9	-19%	-7%
Cc1ccc(C)c(CNc2ccc(S(=O)(=O)N3CCCCC3)cc2)c1	·	0%	·	·	?	-17%	0%
COc1cccc(-n2c(CN3CCOCC3)nc3ccc([N+](=O)[O-])cc3c2=O)c1	-4	-2%	-3	-16%	57	-12%	-2%
Cn1c(=O)c2c(ncn2CC(=O)Nc2ccccc2)n(C)c1=O	-23	0%	-5	3%	19	-13%	-8%
COc1ccccc1CN1CCN(Cc2ccc3ccccc3c2)CC1	20	-8%	12	?	22	32%	-13%
CCN(C(=O)CSc1nc(C2CC2)n(-c2ccccc2)n1)C1CCS(=O)(=O)C1 (stereo unspecified)	·	-18%	·	·	9	14%	3%
NC(=O)C1Cc2ccccc2CN1C(=O)c1nn(Cc2ccccc2)c(=O)c2ccccc12 (stereo unspecified)	·	-8%	·	·	·	65%[activator]	8%
CCC(Oc1ccccc1F)C(=O)NCCCn1ccnc1 (stereo unspecified)	-7	2%	-4	-14%	24	-4%	-8%
COc1ccc(C(=O)N2CCCC2)cc1S(=O)(=O)N1CCC(C)CC1	-15	6%	-4	6%	-17	-7%	?
Cc1cc(C)n(-c2nnc(NC34CC5CC(CC(C5)C3)C4)nn2)n1	21*	-15%	37*	-1%	48	0%	-13%
Cc1oc(CC(C)C)cc1C(=O)Nc1ccc(C(=O)O)cc1	43	-9%	57*	5%	46	-24%	-15%
O=C(CCc1ccccc1)NCC(=O)N/N=C/c1ccc(O)cc1O	-14	95%[activator]	5	30%	20	-45%	0%
O=C(CSc1nncc2ccccc12)Nc1cccc(O)c1	-9	-12%	13	1%	29	-32%	-4%
O=C(Nc1cccc(NC(=O)c2ccc(F)cc2)c1)c1ccc(F)cc1	-4	-6%	-3	-4%	-4	-28%	-5%
CCC(=O)NC(c1ccccc1)c1c(O)ccc2ccccc12 (stereo unspecified)	-11	-5%	-1	6%	1	-17%	0%
CCN(CC)CCCNC(=O)c1cn(CC)c2cc(N3CCN(C(=O)c4ccco4)CC3)c(F)cc2c1=O	13	-1%	2	-12%	0	58%	3%
Cc1nc(-c2ccc(S(=O)(=O)N3CCCN(CCc4ccccc4)CC3)s2)cs1	9	?	-1	-10%	?	42%	3%

Part of the list above in another layout:
O=C(CCc1ccccc1)NCC(=O)N/N=C/c1ccc(O)cc1O
- Shiga toxin inh: -14
- AMA1 RON2 block: 95%[activator]
- Cycloheximide cs: 5
- Giardia FBPA inh: 30%
- HCMV inh: 20
- AmpC no deterg: -45%
- AmpC detergent: 0%
COc1ccc(C(=O)N2CCCC2)cc1S(=O)(=O)N1CCC(C)CC1
- Shiga toxin inh: -15
- AMA1 RON2 block: 6%
- Cycloheximide cs: -4
- Giardia FBPA inh: 6%
- HCMV inh: -17
- AmpC no deterg: -7%
- AmpC detergent: ?
O=C(Nc1cccc(NC(=O)c2ccc(F)cc2)c1)c1ccc(F)cc1
- Shiga toxin inh: -4
- AMA1 RON2 block: -6%
- Cycloheximide cs: -3
- Giardia FBPA inh: -4%
- HCMV inh: -4
- AmpC no deterg: -28%
- AmpC detergent: -5%

Continuation.
SMILES	Shiga toxin inh	AMA1 RON2 block	Cycloheximide cs	Giardia FBPA inh	HCMV inh	AmpC no deterg	AmpC detergent
CN(C(=O)OC(C)(C)C)[C@H](Cc1ccccc1)C(=O)N[C@H]1CCCCNC1=O	·	-11%	·	·	-17	13%	·
O=C(/C=C/c1nc2ccccc2s1)N1CCCCCC1	53*	-14%	35*	5%	-19	-3%	3%
CN(C)S(=O)(=O)c1cccc(NC(=O)CSc2nc3c(cc2C#N)C(=O)CC(C)(C)C3)c1	7	60%[activator]	1	1%	-80*	-30%	-7%
O=C(Nc1cccnc1Cl)c1ccc2c(Cl)c3c(nc2c1)CCC3	44	-4%	23*	-4%	2	13%	0%
CCCCC(=O)Oc1ccccc1C1SCc2cc(C)c(C)cc2CS1	-21	9%	-6	5%	?	-10%	3%
C=CC[N+]1(CC=C)CCOCC1	-4	0%	3	4%	20	-5%	0%
Cc1ccc(C(=O)Nc2nc3ccc(S(C)(=O)=O)cc3s2)s1	72	7%	70*	-1%	114	-11%	-7%
CN(CC(=O)Nc1ccc(Cl)c(C(F)(F)F)c1)C(=O)CCC(=O)c1ccccc1	·	-5%	·	·	-21	123%[activator]	-18%
COc1ccc(OC)c(N2CC(O)(c3cccs3)[N+]3=C2SCCC3)c1 (stereo unspecified)	-18	-2%	-2	3%	18	-1%	3%
CCNc1ccc(Br)cc(C(=O)/C=C/c2ccc(Cl)cc2)c1=O	22	-16%	2	?	·	-53%	-8%
CCCCC1=CC2=C(c3ccco3)C(=O)C(C)(OC(=O)c3ccc(OC)cc3)C(=O)C2=CN1CC1CC1 (stereo unspecified)	-4	-13%	-5	?	12	63%[activator]	-2%
CCOc1ccc(C2NC(=O)Cc3cc(OC)c(OC)cc32)cc1 (stereo unspecified)	-8	4%	-2	0%	41	-8%	3%
O=C(Cn1nnc2ccccc21)c1ccc(Br)cc1	48*	-2%	35*	3%	-39	-25%	4%
Clc1ccc(C[n+]2c(-c3ccccc3)cc(-c3ccccc3)cc2-c2ccccc2)cc1	·	-4%	·	·	-93*	84%[activator]	-6%
N=C(N)SCc1ccccn1	4	0%	7	-22%	?	-10%	7%
CCOc1cc(CNCc2cccnc2)cc(Br)c1OCC(N)=O	-1	-13%	1	?	12	-13%	0%
COc1ccccc1/C=C/C(=O)NC1CC2CCC1C2 (stereo unspecified)	12	1%	14*	1%	4	-34%	-18%
CCCn1cc(S(=O)(=O)c2ccc(Cl)cc2)c(=O)c2cc(OC)ccc21	-5	-13%	-5	·	0	-6%	-9%
COc1ccc(S(=O)(=O)N(C)CC(=O)NCC2CCCO2)cc1OC (stereo unspecified)	2	-3%	-1	7%	4	-17%	?
CN1CCOc2ccc(S(=O)(=O)N3CCN(S(=O)(=O)c4c(F)cccc4F)CC3)cc21	-2	·	0	·	·	-11%	-10%
Cc1ccc(S(=O)(=O)c2c(COC(=O)c3ccc(Cl)cc3)c(-c3ccccc3)nn2C)cc1	-2	-4%	-4	-3%	8	39%	?
CCn1nc(C)c(/C=N/NC(=O)Cn2nnc(N)n2)c1C	-5	9%	-2	-1%	53	-8%	4%
C=CCNCCOc1ccc(C(C)(C)c2ccccc2)cc1	-2	-13%	2	-20%	?	-7%	-4%

Compound activity (PubChem)
